PAX8 reporter = inhibitors of PAX8 transcriptional activity in RMG-I cells; inhibition, % at 12.6 µM; 360,000 tested, 1.2% active; AID 652154; RMG-I TPO-luciferase reporter, SteadyGlo, 24 h;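 active = mean replicate inhibition at least 60% with every replicate also reaching 60%; inconclusive = only one of the two criteria is met; inactive = mean below 60% and not all replicates reaching 60%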;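 also: luciferase light reporting Pax8 driven TPO promoter activity; plate controls were median of neutral control wells for no effect and mitoxantrone controls for full effect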
miR-122 sensor = miR-122 inhibition in Huh7 cells; 340,000 tested, 0.3% active; activation (reporter increase), % at 12.5 µM; Huh7 miR-122 Renilla luciferase sensor, 48 h; neutral wells = 0, positive control = 100;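 active = mean replicate activation score at least 90 and every replicate individually at or above 90; inconclusive = only one of the two criteria met; inactive = neither criterion met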;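 also: higher luciferase means less miR-122 activity so hits act as miR-122 inhibitors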
EWS-Fli inh = blocks EWS/Fli oncoprotein-driven transcription; A673 NR0B1-luciferase reporter, viability-normalised; 350,000 tested, 0.67% active; inhibition, % at 12.6 µM;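 active = mean inhibition of at least 50% after viability correction, with every replicate also passing that limit; inconclusive = mean reaches 50% but only one of two replicates passes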;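 also: firefly luciferase signal divided by Alamar Blue viability fluorescence both relative to DMSO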
FN deposit inh = fibronectin deposition inhibition | AH1F fibroblasts, Alexa488-fibronectin deposition fluorescence, overnight | AID 743247 | 350,000 tested, 0.086% active | inhibition, % at 12.6 µM;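 active = mean inhibition across replicates of 30% or more, regardless of how many single replicates reach that level; inconclusive = mean under 30% yet at least half of replicates reach 30%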;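 also: positive control wells lacked labelled fibronectin entirely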
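Measured by – fluorescence 485/525 nm · System – AH1F fibroblast monolayer, labelled fibronectin deposition · Amount – 10000 cells per well · Buffer or medium – serum-reduced DMEM (2% serum) · Doses – single dose, pinned · Also added – fluorescent fibronectin at 24 nM final · Schedule – 1 h cell attachment, overnight exposure to compound and label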
DENV2 CPE rescue = inhibitors of DENV2 cytopathic effect. DENV2-infected cells, cytopathic effect rescue, plate reader. CPE inhibition, % at 9.99 µM. 350,000 tested, 1.7% active. AID 651640; in the data active = CPE inhibition above about 20%, passing the limit was not always enough; inconclusive = no clear call, values can overlap the other calls; tested in BHK-21 cells;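 also: 0% = median of neutral control wells and 100% = median of positive control wells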
GSIS activator = primary screen for activators of insulin secretion dependent on glucose, INS-1E cells, GLuc reporter luminescence; INS-1E GLuc reporter insulin secretion, 2-3 h; activation, % at 16.6 µM; 370,000 tested, 0.61% active;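 active = lowest replicate activation of at least 40%, so every replicate reaches that level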;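 also: 0% = median of neutral control wells and 100% = median of IBMX positive control wells; some compounds called inactive have numbers as strong as hits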
CFTR F508del cor = CFTR F508del correction in bronchial cells; CFBE cells, YFP halide quenching; stimulated with forskolin plus potentiator P3; % fluorescence drop versus neutral controls; activity (quench increase), % at 7.58 µM; 350,000 tested, 0.36% active; AID 720511;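 active = mean added fluorescence quench of at least 8% versus neutral control, with both replicates also reaching 8%; inconclusive = only one of the mean or replicate conditions met; inactive = mean below 8% and not both replicates reaching 8%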;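 also: cells transiently co-express mutant CFTR-F508del with the halide-sensitive YFP; corrector assay measuring rescue of mutant channel to the surface after 24 h compound exposure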
An asterisk follows results filed as active; ? = inconclusive; . = no result given; [ ] = dose if it differs, or a comment.

SMILES | PAX8 reporter | miR-122 sensor | EWS-Fli inh | FN deposit inh | DENV2 CPE rescue | GSIS activator | CFTR F508del cor
C[C@H](O)C#Cc1ccc2c(c1)O[C@@H](CN(C)Cc1ccccc1)[C@H](C)CN([C@@H](C)CO)S2(=O)=O | . | 3.4[16.7 µM] | 5.3 | 14.3 | -8.4 | 1.5 | -4.4
CCN1CCN(C(=O)/C=C/c2ccc3c(c2)OCO3)CC1 | -5.7 | 1.9 | -7.1 | . | 11.3 | 0.7 | .
CC(=O)c1ccc(S(=O)(=O)N2CCN(C(=O)c3ccc(-n4cncn4)c([N+](=O)[O-])c3)CC2)cc1 | -16.9 | -2.4 | -0.9 | 1.7 | 2.0 | -2.2 | 0.7
CCCNC(=O)N1[C@H](CO)[C@H](c2ccccc2-c2cccc(OC)c2)[C@@H]1C#N | . | . | 0.1 | 0.7 | -4.3 | -1.9 | -0.8
Cc1ccnc(N=O)c1 | -20.3 | 10.9 | -56.6 | 1.9 | -9.5 | 6.4 | -2.0
O=S(=O)(c1ccc(F)cc1)c1nc(-c2ccco2)oc1Nc1ccccc1 | -0.5 | 30.0 | -13.9 | 10.5 | 1.0 | 1.1 | 0.9
OC(c1cccc(Cl)c1)c1nc(-c2cccc3cccnc23)cs1 (configuration not stated) | 1.3 | -0.1 | -8.5 | 12.2 | -3.7 | . | 1.4
CCOC(=O)c1cc2ccc(OC(=O)c3ccco3)cc2oc1=O | . | -2.6 | . | 3.9 | . | -11.6 | .
CCn1c(CCn2c3ccccc3c3ccccc32)n[nH]c1=S | -10.1 | 4.8 | . | 9.9 | . | -2.7 | .
C[C@@H]1CN([C@@H](C)CO)C(=O)c2cc(NC(=O)Nc3ccc4c(c3)OCO4)ccc2O[C@@H]1CN(C)Cc1ccccc1 | -12.7 | 1.8[16.7 µM] | -9.7 | . | 4.4 | -10.4 | -4.2
C[C@H](NC(=O)C[C@@H]1C=C[C@@H](NC(=O)Nc2ccc3c(c2)OCO3)[C@H](CO)O1)c1ccccc1 | -4.2 | 3.4[16.7 µM] | 0.5 | 7.0 | -2.9 | 0.2 | -1.3
O=C(O)c1ccc(-n2c(O)c(C=C3N=c4ccccc4=N3)sc2=S)cc1 | -7.9 | 28.4 | 8.0 | -6.5 | -0.4 | -2.3 | -0.3
CCOC(=O)N1CCN(S(=O)(=O)c2ccc(F)c(C(=O)Nc3cccc(Cl)c3C)c2)CC1 | 12.1 | -5.4 | . | -1.7 | . | -21.1 | .
CC1(C)N=C(c2ccccn2)C(C)(C)N1O | . | -3.1 | . | -18.2 | . | 13.8 | .
C[C@@H]1CN([C@H](C)CO)C(=O)c2cc(C#CC3CC3)cnc2O[C@H]1CN(C)C(=O)Nc1ccccc1 | . | -2.6[16.7 µM] | 1.3 | . | 31.3* | -13.3 | -1.2
Cc1ccc(NC(=O)COC(=O)C2COc3ccccc3O2)cc1 (configuration not stated) | -0.8 | -9.4 | -1.5 | 3.5 | 1.8 | 6.9 | 2.7
C[C@H]1CN([C@@H](C)CO)C(=O)Cc2cc(NC(=O)Cc3cn(C)c4ccccc34)ccc2O[C@@H]1CN(C)S(=O)(=O)c1ccc(F)cc1 | -7.3 | -1.5[16.7 µM] | 3.8 | . | -6.2 | -21.6 | 0.7
COCCCN(C(C)=O)c1nc(-c2ccc(OC)cc2)cs1 | -53.4 | 35.3 | . | 3.2 | . | . | .
CCCn1c(N)c(C(=O)CSc2nc3ccccc3c(=O)n2Cc2ccccc2)c(=O)[nH]c1=O | 34.8 | . | 7.1 | 0.6 | 4.2 | -6.3 | 1.2
CC(/C=C/C=C/c1ccccc1)=N/NC(=O)c1ccc2c(c1)OCCO2 | -35.4 | -3.0 | -36.5 | -1.1 | 0.1 | . | -6.3
C[C@@H]1CCCCO[C@@H](CN(C)S(=O)(=O)c2ccc(Cl)cc2)[C@H](C)CN([C@@H](C)CO)C(=O)c2cc(NC(=O)c3ccncc3)ccc2O1 | 12.5 | 3.6[16.7 µM] | 0.0 | -3.4 | ? | -9.8 | 5.0
O=C(Nc1cc([N+](=O)[O-])ccc1Cl)c1ccc2c(c1)OCO2 | -4.7 | . | -6.7 | -12.6 | 8.9 | -10.9 | .
CS(=O)(=O)c1nc(S(=O)(=O)c2ccc(Cl)cc2)c(N2CCC3(CC2)OCCO3)s1 | 19.2 | -5.8 | 11.3 | 1.3 | 4.0 | 10.6 | -3.3
Cc1c(NC(=O)C(C)OC(=O)[C@@H](NC(=O)c2ccccc2)C(C)C)c(=O)n(-c2ccccc2)n1C (some centres not stated) | . | 1.8 | . | -2.1 | . | 0.7 | .
NC(=O)c1ccc(NS(=O)(=O)c2ccc(Br)s2)cc1 | -1.7 | 4.1 | -2.0 | 14.0 | 0.6 | 10.3 | -1.8
COc1ccc(C2CC(C(F)(F)F)n3nc(C(=O)O)cc3N2)cc1OC (configuration not stated) | 10.4 | -7.3 | . | -6.5 | . | . | .
C#Cc1ccc([C@@H]2C=C(C(=O)NCc3ccccc3)O[C@H](OCC)[C@H]2CCCO)cc1 | 1.5 | 5.2 | -5.1 | 3.2 | 13.3 | 1.5 | 2.6
CCOc1cc(/C=C/C(=O)OCC(=O)NCc2ccco2)cc(Cl)c1OC | 2.1 | . | -0.7 | 10.5 | 3.5 | -14.8 | 3.2
CCNC(=O)Nc1ccc2c(c1)C(=O)N(C)[C@@H]1CC[C@@H](CC(=O)NCCOC)O[C@H]1CO2 | 7.9 | 33.3[16.7 µM] | -6.4 | -5.4 | 2.0 | -2.2 | 2.3
COc1ccc(C(=O)N2CCSCC2)cc1OC1CCN(C(C)=O)CC1 | . | -6.4 | 0.0 | -2.3 | -2.8 | -7.0 | 0.7
COc1ccc2cc(/C(C)=N/NC(=O)c3cc(-c4cccnc4)nc4ccccc34)ccc2c1 | -0.1 | -9.3 | -2.3 | -3.1 | 0.8 | 8.5 | .
O=[N+]([O-])c1ccc(SCc2ccncc2)nc1 | -13.3 | -11.5 | 7.1 | -1.9 | 5.4 | 8.6 | -1.5
O=C(CCCN1C(=O)c2cccc3cccc(c23)C1=O)N1CCN(Cc2ccc3c(c2)OCO3)CC1 | 15.6 | 2.4 | . | 19.1 | . | . | .
O=S(=O)(c1ccc(-c2nnco2)cc1)N1CCCCC1 | -10.4 | 16.4 | . | -0.3 | 7.0 | -5.2 | -1.4
COC(=O)c1ccc(NC(=O)CSc2nnnn2C2CCCCC2)cc1 | 7.2 | 11.8 | . | -8.0 | . | . | .
CC(C)CN(C(=O)c1ccc(-n2cncn2)c([N+](=O)[O-])c1)C1CCS(=O)(=O)C1 (configuration not stated) | -3.5 | . | -8.7 | -4.1 | -6.6 | 11.0 | -0.5
COC(=O)C[C@@H]1CC[C@H]2[C@@H](COc3ccc(NC(=O)Cc4cccs4)cc3C(=O)N2C)O1 | -15.4 | . | -3.9 | 1.6 | 6.1 | 11.7 | .
COc1ccc(S(=O)(=O)N(C)C[C@H]2OCCCC[C@H](C)Oc3ccc(NS(C)(=O)=O)cc3C(=O)N([C@H](C)CO)C[C@@H]2C)cc1 | -9.0 | 8.8[16.7 µM] | -0.4 | . | 20.2* | 6.7 | -0.3
C[C@@H]1CN([C@@H](C)CO)C(=O)c2cc(NC(=O)C3CC3)ccc2O[C@H]1CN(C)Cc1ccccc1 | 11.9 | -3.5[16.7 µM] | -0.5 | . | 1.2 | -8.9 | 1.1
c1ccc2sc(SCc3ccc(-c4nnco4)cc3)nc2c1 | -64.4 | -2.8 | . | -4.6 | . | . | .
CN1N=C(N)c2cn(C3OC(COP(=O)(O)O)C(O)C3O)c3ncnc1c23 (configuration not stated) | 28.0 | -2.3 | 38.2 | -3.2 | 15.0 | -6.4 | 2.8
COc1ccc(Cl)cc1NC(=O)C[n+]1cccc(C)c1 | -15.8 | 4.2 | 0.7 | -8.8 | -0.9 | 0.8 | 1.7
Cc1noc(C)c1S(=O)(=O)Nc1ccc2c(c1)C(=O)N([C@@H](C)CO)C[C@@H](C)[C@@H](CN(C)C(=O)CCCN(C)C)OCCCC[C@H](C)O2 | -24.5 | 3.6[16.7 µM] | -7.8 | . | -16.0 | 8.7 | 0.9
Nc1nc(SCC(=O)Nc2ccccc2)[nH]c(=O)c1NC(=O)c1cccs1 | -7.6 | 1.9 | -4.4 | 2.4 | 1.8 | 9.1 | 7.3
O=C(Cc1ccccc1)Nc1c(C(=O)N2CCOCC2)cnn1-c1ccccc1 | . | -6.4 | 0.9 | . | 7.8 | -9.1 | 0.7
O=C(Cc1ccccc1)NN1C(=O)C2C(C1=O)C1C=CC2C12CC2 (configuration not stated) | -10.2 | 2.7 | -10.5 | 2.0 | -2.6 | 18.4 | .
CCCC#Cc1ccc([C@@H]2[C@@H](CO)N3C(=O)CN(C(=O)c4ccccn4)C[C@@H]23)cc1 | . | . | 2.6 | . | -5.1 | 11.6 | -0.7
Cc1ccc(NC(=S)NNC(=O)c2ccccc2O)c(C)c1 | -3.5 | 4.7 | 0.0 | -0.7 | -1.9 | -36.1 | 1.3
O=C(NNC(=O)C1CC1)c1cc(Cl)nc2ccccc12 | 14.2 | 0.5 | 13.6 | 11.0 | 8.1 | 4.6 | -2.2
COc1ccc(C(=O)NC(C(=O)NCc2ccccn2)C(C)C)cc1 (configuration not stated) | 4.3 | -7.3 | . | 2.7 | . | . | .
CCN(CC)S(=O)(=O)c1cc(C(=O)OCC(=O)NC(=O)c2cccn2C)ccc1C | 0.7 | -5.5 | . | -1.3 | . | -21.3 | .
CCN(CC)S(=O)(=O)c1ccc(/C=C/C(=O)Nc2ccc(N3CCOCC3)cc2)cc1 | 18.7 | 12.1 | 19.2 | 4.6 | 16.1 | 1.0 | -2.8
Cc1ccccc1Cn1ccc(NC(=O)c2cnn3cccnc23)n1 | . | -2.8 | -31.1 | . | 7.4 | 3.5 | -0.9
CCn1cc(C(=O)NCC(=O)NC(C)(C)CO)c(=O)c2cc3c(cc21)OCO3 | -15.0 | -5.1 | 1.1 | -4.9 | -1.9 | 4.3 | 0.0
CCCNC(=O)NC[C@@H]1[C@H](c2ccc(C3=CCCC3)cc2)[C@H](CO)N1C(C)=O | 10.7 | 7.1[16.7 µM] | 3.9 | 1.5 | -11.3 | 5.9 | 6.1
C[C@@H]1CN([C@H](C)CO)C(=O)c2cc(N(C)C)ccc2O[C@@H](C)CCCCO[C@@H]1CN(C)C(=O)Cc1ccccc1 | 3.7 | 1.6[16.7 µM] | -5.9 | . | -4.8 | -8.5 | -1.9
CCCN1C2CCCC1CC(NC(=O)c1cc(OC)cc(OC)c1)C2 (configuration not stated) | 5.0 | . | 11.3 | 1.4 | -0.3 | -8.8 | -1.2
CCCC(=O)N(Cc1cc(=O)[nH]c2ccccc12)c1ccc(C)cc1C | 23.6 | -26.9 | 0.3 | -2.6 | -2.3 | -3.4 | 1.0
O=C(NCc1ccc(F)cc1)c1ccc(CS(=O)Cc2ccccc2Cl)o1 (configuration not stated) | -2.2 | . | 2.6 | 3.9 | 1.5 | 0.7 | 1.9
CCOC(=O)C1=C(N)OC2=C(C(=O)CC(C)(C)C2)C1c1ccco1 (configuration not stated) | -5.0 | -0.6 | . | -1.6 | . | . | .

Rewritten in markdown: part of the list above
| structure | PAX8 reporter | miR-122 sensor | EWS-Fli inh | FN deposit inh | DENV2 CPE rescue | GSIS activator | CFTR F508del cor |
| --- | --- | --- | --- | --- | --- | --- | --- |
| O=C(NNC(=O)C1CC1)c1cc(Cl)nc2ccccc12 | 14.2 | 0.5 | 13.6 | 11.0 | 8.1 | 4.6 | -2.2 |
| COc1ccc(C(=O)NC(C(=O)NCc2ccccn2)C(C)C)cc1 (configuration not stated) | 4.3 | -7.3 | . | 2.7 | . | . | . |

Bioassay records from PubChem BioAssay.
